# Source: PubChem
# GC-B act – GC-B (human) receptor activation. P20594. HEK293-GC-B cells, CNP EC30, cGMP TR-FRET; 0% at EC30 CNP, 100% saturating CNP. activation, % at 10 µM. hit rate 0.11% among 370,000;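 active = activation at 10 µM reaching about 35% in either raw or pattern-adjusted values, limit read from the data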
# Target sequence (P20594 whole entry, looked up): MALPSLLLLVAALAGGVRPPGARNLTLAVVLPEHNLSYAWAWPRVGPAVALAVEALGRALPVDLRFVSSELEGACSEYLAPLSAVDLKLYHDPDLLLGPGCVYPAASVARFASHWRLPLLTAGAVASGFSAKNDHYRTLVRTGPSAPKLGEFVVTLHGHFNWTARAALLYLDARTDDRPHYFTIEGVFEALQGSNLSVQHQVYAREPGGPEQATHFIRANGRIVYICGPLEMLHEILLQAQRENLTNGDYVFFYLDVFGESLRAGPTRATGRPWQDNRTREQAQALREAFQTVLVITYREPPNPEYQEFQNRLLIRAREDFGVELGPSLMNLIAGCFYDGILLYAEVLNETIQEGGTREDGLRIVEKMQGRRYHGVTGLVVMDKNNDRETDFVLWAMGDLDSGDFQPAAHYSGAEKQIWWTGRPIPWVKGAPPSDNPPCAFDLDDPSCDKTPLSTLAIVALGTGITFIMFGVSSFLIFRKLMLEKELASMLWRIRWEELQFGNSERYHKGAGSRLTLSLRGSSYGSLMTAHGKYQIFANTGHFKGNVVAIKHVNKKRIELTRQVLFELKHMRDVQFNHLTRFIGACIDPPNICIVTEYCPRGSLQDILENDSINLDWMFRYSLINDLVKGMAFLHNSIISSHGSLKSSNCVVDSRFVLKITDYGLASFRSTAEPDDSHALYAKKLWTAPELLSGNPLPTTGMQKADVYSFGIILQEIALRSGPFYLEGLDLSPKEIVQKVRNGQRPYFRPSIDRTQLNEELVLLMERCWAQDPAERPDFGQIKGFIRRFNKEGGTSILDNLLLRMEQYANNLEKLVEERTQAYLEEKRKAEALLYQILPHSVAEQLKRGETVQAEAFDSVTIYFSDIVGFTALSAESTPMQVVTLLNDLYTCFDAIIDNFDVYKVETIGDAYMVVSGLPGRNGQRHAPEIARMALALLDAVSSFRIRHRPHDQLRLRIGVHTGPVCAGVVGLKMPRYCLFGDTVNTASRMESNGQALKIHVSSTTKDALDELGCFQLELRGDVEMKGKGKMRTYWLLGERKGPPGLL
# SMARCA2 activ – increases SMARCA2 function in MMTV reporter cells; MG213 cells, MMTV-luciferase reporter, dexamethasone, overnight; activation, % at 9.1 µM; hit rate 1% among 370,000; AID 652017; in the data active = activation above about 7.8%;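 note: 0% = vehicle wells and 100% = reference activator wells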
# proKLK7 act – activators of human kallikrein-7 zymogen. P49862. purified proKLK7, EDANS-DABCYL substrate fluorescence; 100% is mature enzyme control, 0% vehicle. activation, % at 7 µM. hit rate 0.9% among 370,000;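 active = activation above the mean of all tested compounds plus 3 SD, computed per campaign excluding outliers beyond control limits, cut at about 13% in these data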
# DAX1 inh-1 – NR0B1 (DAX1) inhibition | inhibition, % at 6.75 µM | HEK293 Gal4-DAX1 luciferase reporter, luminescence | hit rate 0.99% among 340,000 | AID 504766 | P51843;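 active = inhibition above the mean over all tested compounds plus 3 SD, cut at about 4.2% in these data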;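 note: 0% = DAX1-transfected cells with DMSO and 100% = empty-vector control cells with DMSO; inhibition shows as a rise in luminescence from relieved DAX1 repression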
# GC-A act – GC-A (human) enzyme activation; hit rate 0.14% among 370,000; P16066; activation, % at 10 µM; HEK293 GC-A cells, cGMP TR-FRET, EC30 ANP; 0% at EC30 ANP, 100% saturating ANP; AID 1671463; in the data active = activation above about 40%
# ssDAF12 agonist – activates DAF-12 receptor from parasite S. stercoralis. HEK293 ssDAF-12/GRIP1 lit1-tk-luc reporter, luminescence; % of 3 µM dafachronic acid response. hit rate 1% among 370,000. activation, % at 6.8 µM;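 active = activation above the mean over all tested compounds plus 3 SD, cut at about 0.9% in these data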;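 note: 0% = DMSO-only wells and 100% = 3 µM delta7-dafachronic acid wells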
# hgDAF12 agonist – hgDAF-12 agonism, primary luciferase screen | HEK293 GAL4-hgDAF12 UAS-luciferase reporter, agonist luminescence; normalized to butyrate control | activation, % at 6.8 µM | hit rate 1.8% among 370,000;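 active = activation above a cutoff set at the mean of all screened compounds plus 3 SD, cut at about 10% in these data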;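 note: 0% = DMSO wells and 100% = sodium butyrate wells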
# hcDAF-12 act – H. contortus DAF-12 activation, primary screen; HEK293 hcDAF-12 lit1-tk-luc reporter, luminescence; 0% DMSO, 100% Δ7-dafachronic acid; activation, % at 6.8 µM; hit rate 1.4% among 370,000;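 active = activation above the mean of all tested compounds plus 3 SD, cut at about 5.5% in these data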;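 note: 100% = response to 3 µM Δ7-dafachronic acid high control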
# HGIII-sPLA2 inh – Inhibits HGIII-sPLA2 liposome hydrolysis, primary screen; QFRET BODIPY PC-A2 liposome hydrolysis, fluorescence; inhibition, % at 12.2 µM; hit rate 0.56% among 370,000; AID 743126;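 active = inhibition above mean plus 3 SD of compounds lying within the high and low control bounds, cut at about 19% in these data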;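 note: 0% = median of test compound wells and 100% = no enzyme DMSO wells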
# DAX1 inh-2 – DAX1 (NR0B1) inhibition, primary screen. HEK293T StAR-luciferase reporter, SF-1/DAX-1 repression relief. inhibition, % at 6.8 µM. hit rate 1.1% among 370,000. AID 652010;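 active = inhibition above the mean over all tested compounds plus 3 SD, cut at about 3.6% in these data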;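 note: 0% = DAX-1 cells with DMSO and 100% = cells lacking DAX-1 with DMSO; higher inhibition means more luminescence from relief of DAX-1 repression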
# FXN GAA850 act – frataxin GAA850 promoter activation; HEK293 lucGAA850 FXN promoter luciferase reporter, 24 h; percent of 10 µM SAHA response; activation, % at 6 µM; hit rate 0.56% among 360,000; AID 540364;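 active = activation above the average of all compounds screened plus 3 SD, cutoff fixed separately per campaign, cut at about 7.5% in these data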;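 note: 0% = DMSO wells and 100% = 10 µM SAHA wells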
# The depositor's hits bear a star; nt = not tested or not shown.
nr	Structure	GC-B act	SMARCA2 activ	proKLK7 act	DAX1 inh-1	GC-A act	ssDAF12 agonist	hgDAF12 agonist	hcDAF-12 act	HGIII-sPLA2 inh	DAX1 inh-2	FXN GAA850 act
1	Cc1cccc(C)c1OCCn1nc(C(=O)O)c2ccccc2c1=O	3	0	-0.7	-1.6	-2	-2.1	-7.2	-3.8	-10	0.0	-4.1
2	O=C(c1ccc2c(c1)OCCO2)C1CCN(C(=O)c2ccc(F)cc2)CC1	1	-3	0.2	-1.4	0	-1.9	-2.7	-1.9	2	-0.4	-2.4
3	O=C(NCCSCc1ccco1)Nc1cc(Cl)cc(Cl)c1	1	-2	0.3	3.0	0	-1.6	4.8	-0.5	-31	-0.2	1.9
4	COc1ccc(S(=O)(=O)n2ccc(C(C)Oc3ccc(-c4ccccc4)c(F)c3)n2)cc1 (stereo unspecified)	3	0	-0.1	-1.6	3	-1.8	-1.8	-1.7	-10	-2.1	-3.3
5	Cc1c(C(=O)NCc2ccc3c(c2)OCCO3)sc(=O)n1Cc1ccccc1C(F)(F)F	-2	-2	0.1	nt	-2	-1.1	0.0	0.8	-11	-0.4	-1.2
6	CCCN1CCN(S(=O)(=O)c2c(C)[nH]c(C)c2C(=O)N2CCCCC2)CC1	4	4	0.0	1.1	2	-0.6	-0.7	1.4	4	0.2	1.6
7	CC(NS(=O)(=O)c1ccc([N+](=O)[O-])cc1)C(c1cccs1)N1CCOCC1 (stereo unspecified)	2	-1	-0.3	-1.0	-2	-1.4	0.0	-2.1	4	0.2	3.6
8	O=C(NCC1CCCO1)c1cnc(Cl)c(Cl)c1 (stereo unspecified)	4	-1	0.2	0.9	3	-0.7	1.8	-2.5	6	-0.5	0.5
9	O=C(/C=C/c1ccc(O)c(O)c1)c1ccccc1O	-2	7	0.4	-0.2	5	-0.5	9.1	0.9	-5	0.6	13*
10	COc1ccc(NC(=O)c2cccc(S(=O)(=O)N3CCOCC3)c2)cn1	0	-2	-1.1	0.4	-1	-1.1	-3.2	2.1	4	-0.6	1.4

# One compound at a time (already shown). Order of screens: GC-B act, SMARCA2 activ, proKLK7 act, DAX1 inh-1, GC-A act, ssDAF12 agonist, hgDAF12 agonist, hcDAF-12 act, HGIII-sPLA2 inh, DAX1 inh-2, FXN GAA850 act
# O=C(NCCSCc1ccco1)Nc1cc(Cl)cc(Cl)c1 across the screens: 1, -2, 0.3, 3.0, 0, -1.6, 4.8, -0.5, -31, -0.2, 1.9
# O=C(/C=C/c1ccc(O)c(O)c1)c1ccccc1O across the screens: -2, 7, 0.4, -0.2, 5, -0.5, 9.1, 0.9, -5, 0.6, 13*

# More results follow.
nr	Structure	GC-B act	SMARCA2 activ	proKLK7 act	DAX1 inh-1	GC-A act	ssDAF12 agonist	hgDAF12 agonist	hcDAF-12 act	HGIII-sPLA2 inh	DAX1 inh-2	FXN GAA850 act
11	Cc1ccccc1C(=O)N1CCC(C(=O)N2CCCc3ccccc32)CC1	6	-2	-0.2	-0.5	9	-0.3	-1.6	2.1	-7	0.5	1.3
12	CCCCCNC(=O)C(c1ccccc1F)n1c(=O)c(-c2ccco2)nc2ccccc21 (stereo unspecified)	-17	-4	-2.7	nt	-4	-0.8	-0.3	-1.8	18	0.5	nt
13	COc1ccc(/C=C2/SC(=S)NC2=O)cc1OCc1ccccc1	-4	-1	-0.2	0.5	3	-1.2	-0.3	-1.1	-4	0.0	-0.5
14	CN1CCN(S(=O)(=O)c2ccc(NC(=O)c3cccc(F)c3)cc2)CC1	2	-2	-0.8	-0.7	-2	-0.9	0.4	0.7	-4	-0.4	0.1
15	Cc1c(NC(=S)Nc2ccccc2C(F)(F)F)cccc1[N+](=O)[O-]	8	-2	-0.2	-1.6	2	-0.3	-3.7	-1.4	2	0.1	1.6
16	Cc1ccc(Cl)cc1N1CCN(Cc2nc3ccsc3c(=O)[nH]2)CC1	-8	-3	0.2	-0.7	1	-1.6	0.4	-0.8	7	0.5	2.1
17	C[C@@H]1CN([C@H](C)CO)C(=O)c2c(c3ccccc3n2C)-c2ccccc2CO[C@H]1CN(C)C(=O)CCC(F)(F)F	-3	-2	0.1	0.1	1	-1.4	-0.1	-0.5	-7	-0.8	1.2
18	Cc1n[nH]c(=O)nc1N/N=C/c1ccc(O)c([N+](=O)[O-])c1	-7	0	0.6	1.4	-6	-1.2	5.2	1.2	6	0.0	4.8
19	CC1CC(C)CN(C(=O)COC(=O)c2cc(S(=O)(=O)N3CCOCC3)ccc2F)C1 (stereo unspecified)	6	5	0.7	1.1	1	-1.1	0.2	1.5	-4	0.1	2.7
20	Fc1ccc(-c2csc(N3CCSCC3)n2)cc1	-3	6	0.0	1.1	-4	-1.4	4.3	-2.3	16	-0.1	4.5

# Next records:
nr	Structure	GC-B act	SMARCA2 activ	proKLK7 act	DAX1 inh-1	GC-A act	ssDAF12 agonist	hgDAF12 agonist	hcDAF-12 act	HGIII-sPLA2 inh	DAX1 inh-2	FXN GAA850 act
21	CCC1(CC)Cc2ccccc2C(=C(C#N)C#N)N1	3	0	0.3	-0.2	1	-1.4	1.1	-1.2	2	-1.0	2.9
22	O=C(c1cc(=O)[nH]c2ccccc12)N1CCN(c2ccc([N+](=O)[O-])cc2)CC1	-5	-2	-0.4	-1.1	-2	-1.8	2.9	0.9	-2	-0.7	-1.9
23	Clc1ccc2c(NCc3ccco3)ncnc2c1	0	-2	0.3	-0.9	0	-1.3	-5.3	-0.6	4	-2.0	1.2
24	Cc1nn(CCO)c2c1C(=O)CCC2	0	0	-0.3	0.0	-2	-1.0	2.1	-2.0	-1	-0.2	0.3
25	CCn1c(=N)c(S(=O)(=O)c2ccccc2)cc2c(=O)n3ccccc3nc21	2	-2	2.8	-0.6	14	-2.0	-2.2	-1.3	-2	-0.2	3.0
26	Cc1ccc(-c2ccc(OCC(=O)N3CCOCC3)cc2)cc1	-12	1	-0.9	-0.1	-7	-0.9	4.2	3.0	-6	0.6	3.5
27	CC(CN1CCN(c2ccccc2)CC1)c1ccccc1 (stereo unspecified)	2	0	0.0	0.6	1	-1.6	3.8	-0.2	8	0.7	0.7
28	COC(c1ccccc1)(c1ccccc1)C(Oc1nccc(C)n1)C(=O)O (stereo unspecified)	1	4	-0.3	0.5	1	-0.9	-0.3	0.6	7	0.1	1.5
29	CC1(C(=O)NS(=O)(=O)C2CC2)CCCN(C(=O)COc2ccc(Cl)cc2Cl)C1 (stereo unspecified)	1	-2	-0.6	nt	-3	-0.3	-2.0	-1.5	-2	-0.1	-2.5
30	COc1cc2c(cc1NC(=O)COC(=O)CNS(=O)(=O)c1ccc(C)cc1)oc1ccccc12	-7	2	-0.6	0.2	-2	-0.6	6.5	2.6	-4	0.1	3.2

# (list continues)
nr	Structure	GC-B act	SMARCA2 activ	proKLK7 act	DAX1 inh-1	GC-A act	ssDAF12 agonist	hgDAF12 agonist	hcDAF-12 act	HGIII-sPLA2 inh	DAX1 inh-2	FXN GAA850 act
31	O=C(NCc1ccccc1)N1CCC(c2nc3ccccc3[nH]2)CC1	-3	-1	-0.2	-0.1	-3	-1.8	-1.1	-1.8	-1	-1.0	1.0
32	Cc1cccc(NC(=O)c2ccccc2[N+](=O)[O-])n1	1	3	-0.7	0.0	1	-1.0	2.5	-0.8	2	-0.6	-0.2
33	NCCNC(=O)Cc1ccc(NC(=O)Cc2ccc(Nc3ncnc4c3ncn4[C@@H]3O[C@H](CO)[C@@H](O)[C@H]3O)cc2)cc1	1	-1	0.4	-1.6	2	-1.1	-5.1	-3.4	-4	1.1	7.5
34	CN(CCN1CCOCC1)C(=O)CC1C(=O)NCCN1Cc1ccccc1F (stereo unspecified)	2	-3	-0.2	-0.4	0	-0.3	-1.0	-1.4	4	1.2	1.7
35	Cc1ccc(C(=O)OCC(=O)c2ccc(Cl)s2)s1	0	2	0.2	-0.3	0	-0.9	1.1	-0.5	-38	0.0	1.5
36	CCNC(=O)N1C[C@H]2CON(C)[C@H]2C[C@H]1c1ccccc1Br	1	-5	-0.3	1.3	0	-0.3	-0.8	-0.5	9	0.6	1.2
37	Cc1ccc(C(=O)Nc2cccc(C(=O)N/N=C/c3ccc(O)cc3)c2)cc1	-5	5	0.1	-0.6	-2	0.1	6.6	5.9*	-13	0.6	3.5
38	COc1ccc(Cl)cc1NC(=O)CN(C)C(=O)c1cc(C)oc1C	2	0	0.2	-0.1	-5	-1.2	0.1	-1.1	4	-0.7	0.8
39	CCOC(=O)C(=NC(C)(C)C)NNc1cc(Cl)ccc1Cl	0	-1	0.1	-0.2	-13	-0.8	-0.6	-0.6	0	-0.1	2.5
40	CC(=O)Nc1ccc(Nc2ncnc3c2cnn3-c2ccccc2)cc1	-1	6	-0.1	0.6	-1	-1.5	2.3	-1.3	-8	0.3	-0.6

# Structures from the list above containing two or more sulfur atoms:
nr	Structure	GC-B act	SMARCA2 activ	proKLK7 act	DAX1 inh-1	GC-A act	ssDAF12 agonist	hgDAF12 agonist	hcDAF-12 act	HGIII-sPLA2 inh	DAX1 inh-2	FXN GAA850 act
7	CC(NS(=O)(=O)c1ccc([N+](=O)[O-])cc1)C(c1cccs1)N1CCOCC1 (stereo unspecified)	2	-1	-0.3	-1.0	-2	-1.4	0.0	-2.1	4	0.2	3.6
13	COc1ccc(/C=C2/SC(=S)NC2=O)cc1OCc1ccccc1	-4	-1	-0.2	0.5	3	-1.2	-0.3	-1.1	-4	0.0	-0.5
20	Fc1ccc(-c2csc(N3CCSCC3)n2)cc1	-3	6	0.0	1.1	-4	-1.4	4.3	-2.3	16	-0.1	4.5
35	Cc1ccc(C(=O)OCC(=O)c2ccc(Cl)s2)s1	0	2	0.2	-0.3	0	-0.9	1.1	-0.5	-38	0.0	1.5

# Further records:
nr	Structure	GC-B act	SMARCA2 activ	proKLK7 act	DAX1 inh-1	GC-A act	ssDAF12 agonist	hgDAF12 agonist	hcDAF-12 act	HGIII-sPLA2 inh	DAX1 inh-2	FXN GAA850 act
41	CC(O)c1nc2ccccc2n1CCCOc1ccccc1 (stereo unspecified)	5	1	0.0	-0.2	0	-0.4	4.1	-1.0	-3	-0.4	2.0
42	COC(=O)C1CCN(Cc2ccc(C)cc2)CC1	1	0	-0.5	0.0	0	-1.0	-1.1	-1.4	1	-0.8	0.8
43	Cc1ccc(Cn2c(=O)oc3ccccc32)cc1	0	-3	-0.4	1.0	1	-0.8	4.9	2.4	3	0.1	3.0
44	CCOC(=O)C1OC1(c1ccccc1)c1ccccc1 (stereo unspecified)	1	-4	-0.3	-0.1	-4	-0.9	-0.9	-1.8	11	-0.4	0.8
45	O=C(Nc1ccc(F)cc1F)c1ccco1	3	-3	0.1	-0.4	5	-1.5	-2.2	-0.5	11	-0.5	2.8

# Entries above printed as active in hcDAF-12 act.
entry | mol | GC-B act | SMARCA2 activ | proKLK7 act | DAX1 inh-1 | GC-A act | ssDAF12 agonist | hcDAF-12 act | HGIII-sPLA2 inh | DAX1 inh-2
37 | Cc1ccc(C(=O)Nc2cccc(C(=O)N/N=C/c3ccc(O)cc3)c2)cc1 | -5 | 5 | 0.1 | -0.6 | -2 | 0.1 | 5.9* | -13 | 0.6
